GC-B act = GC-B (human) receptor activation | HEK293-GC-B cells, CNP EC30, cGMP TR-FRET; 0% at EC30 CNP, 100% saturating CNP | AID 1920062 | P20594 | activation, % at 10 µM | 0.11% of 370,000 active;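 active = activation at 10 µM reaching about 35% in either raw or pattern-adjusted values, limit read from the data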
NPR1 activator = GC-A (human) enzyme activation; P16066; activation, % at 10 µM; AID 1671463; 0.14% of 370,000 active; HEK293 GC-A cells, cGMP TR-FRET, EC30 ANP; 0% at EC30 ANP, 100% saturating ANP; in the data active = activation above about 40%
rCAG binder = molecules binding r(CAG) RNA repeats | 1.3% of 370,000 active | r(CAG) RNA repeat, TO-PRO-1 dye displacement fluorescence | inhibition, % at 3 µM;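 active = inhibition above the plate cutoff, the mean of all test compounds on that plate plus 3 SD, cut at about 35% in these data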;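 note: 0% = DMSO alone and 100% = 100 µM mitoxantrone as full dye displacement; higher means more dye released from RNA so lower well fluorescence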
PRMT1 inh = blocks human protein arginine methyltransferase 1; recombinant PRMT1, activity-based probe fluorescence polarization; inhibition, % at 2.79 µM; 1.3% of 370,000 active;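 active = inhibition above about 21% made by adding two undisclosed values, limit read from the data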
Target sequence (Q99873 whole entry, looked up): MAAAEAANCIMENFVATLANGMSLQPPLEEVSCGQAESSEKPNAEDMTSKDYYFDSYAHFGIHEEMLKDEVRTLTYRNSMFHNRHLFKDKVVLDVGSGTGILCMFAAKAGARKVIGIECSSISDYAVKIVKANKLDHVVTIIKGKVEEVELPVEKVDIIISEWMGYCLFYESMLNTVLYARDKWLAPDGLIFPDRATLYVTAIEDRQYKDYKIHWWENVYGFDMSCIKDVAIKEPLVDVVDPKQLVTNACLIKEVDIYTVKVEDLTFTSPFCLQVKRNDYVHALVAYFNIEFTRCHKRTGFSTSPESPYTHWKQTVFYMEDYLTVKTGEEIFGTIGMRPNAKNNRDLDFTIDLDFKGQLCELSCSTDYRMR
MBD2 DNA inh = inhibitors of human MBD2 binding to methylated oligonucleotide. AID 686964. inhibition, % at 4.4 µM. TR-FRET. Q9UBB5. 0.31% of 370,000 active; in the data active = inhibition above about 13%
UHRF1 MBD2 ctr = UHRF1 methyl-DNA binding inhibition; UHRF1 binding to methylated oligo, TR-FRET; 0.75% of 370,000 active; Q96T88; AID 687016; inhibition, % at 4.4 µM; in the data active = inhibition above about 21%;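 note: UHRF1 SRA domain binding a hemimethylated CpG hairpin DNA probe; 0% = median of test compound wells and 100% = reference inhibitor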
HTRA1 inhibitor = blocks human HTRA1 serine peptidase; Q92743; recombinant HTRA1, FP-rhodamine activity-based probe, fluorescence polarization; inhibition, % at 5.96 µM; 0.5% of 340,000 active; AID 504803; in the data active = inhibition above about 36%;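 note: 0% = enzyme with DMSO and 100% = wells lacking enzyme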
SIAE inh = human SIAE inhibition, primary screen; SIAE FP-Rh probe binding, fluorescence polarization; inhibition, % at 9.66 µM; 0.69% of 370,000 active;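 active = inhibition above a cutoff: mean of compounds within the control limits plus 3 SD of those, cut at about 17% in these data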;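 note: 0% = plate median of compound wells and 100% = probe without SIAE protein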
Target sequence (Q9HAT2 whole entry, looked up): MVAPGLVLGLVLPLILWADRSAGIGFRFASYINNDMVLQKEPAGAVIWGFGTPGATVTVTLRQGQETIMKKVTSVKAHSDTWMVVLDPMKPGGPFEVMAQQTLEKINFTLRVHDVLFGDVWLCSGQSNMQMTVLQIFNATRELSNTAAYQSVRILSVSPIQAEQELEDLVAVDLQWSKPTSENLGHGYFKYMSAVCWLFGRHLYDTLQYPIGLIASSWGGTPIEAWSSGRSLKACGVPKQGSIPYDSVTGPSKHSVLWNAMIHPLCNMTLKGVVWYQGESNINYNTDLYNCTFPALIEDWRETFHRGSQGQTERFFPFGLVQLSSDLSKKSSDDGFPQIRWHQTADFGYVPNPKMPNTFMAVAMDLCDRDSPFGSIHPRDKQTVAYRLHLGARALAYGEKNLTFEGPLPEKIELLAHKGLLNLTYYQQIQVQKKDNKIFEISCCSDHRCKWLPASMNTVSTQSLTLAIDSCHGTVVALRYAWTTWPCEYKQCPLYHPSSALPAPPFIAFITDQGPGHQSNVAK
TCR CD3 inh = inhibitors of human TCR-CD3 interaction | TAMRA-labeled TCR probe fluorescence, biochemical | inhibition, % at 9.4 µM | 0.37% of 360,000 active | AID 651800; in the data active = inhibition above about 19%;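 note: recombinant mutant TCR 2C K166C tagged with TAMRA read by polarization; 0% = receptor in buffer alone and 100% = receptor with positive control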
mABHD4 FP = ABHD4 (mouse) inhibition, primary FP screen. 0.54% of 370,000 active. Q8VD66. inhibition, % at 8.92 µM. AID 720543. purified mABHD4, FP-Rh probe fluorescence polarization;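 active = inhibition exceeding the mean over every tested compound plus 3 SD, cut at about 30% in these data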;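 note: 0% = plate median of compound wells and 100% = S159A mutant with DMSO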
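System: mouse ABHD4 enzyme, wild type / Medium: HEPES pH 7.0, NaCl, Pluronic buffer / Reagent: FP-Rh activity-based fluorescent probe / Control set: S159A mutant high control, sample median low control / Detection: fluorescence polarization with parallel and perpendicular emission, 525/598 nm / Schedule: 45 min + 60 min at 25 °C / Compound dosing: 8.92 µM, single dose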
An asterisk follows results filed as active; . = no result given.

SMILES | GC-B act | NPR1 activator | rCAG binder | PRMT1 inh | MBD2 DNA inh | UHRF1 MBD2 ctr | HTRA1 inhibitor | SIAE inh | TCR CD3 inh | mABHD4 FP
CCOC(=O)C1=C(N)Oc2c(c(=O)oc3ccccc23)C12C(=O)N(C)c1ccccc12 (stereo not drawn) | -2 | 3 | -4 | 0 | 0 | 1 | -5 | -8 | 5 | -4
CC(C)OP(=O)(O)NC(=O)c1ccccc1 | 3 | 0 | 0 | -2 | 1 | 6 | -2 | 3 | 8 | -4
CCOP(=O)(OCC)C(O)c1cccnc1 (stereo not drawn) | -1 | -7 | -2 | 4 | 8 | 3 | 12 | -11 | 2 | -10
CN1CC[C@@]23CCCC[C@@H]2[C@@H]1Cc1ccc(O)cc13 | 8 | 6 | 2 | -4 | 2 | -4 | 1 | -4 | 1 | 8
CCOC(=O)C1C2NC(=O)N(Cc3ccccc3)C1(C)Oc1c(OC)cccc12 (stereo not drawn) | -2 | -1 | -7 | -2 | 1 | 2 | 7 | 0 | 1 | 2
CCOC(=O)c1nc2ccccc2c(=O)n1-c1ccc(C)cc1C | -4 | 0 | 0 | -1 | 0 | -1 | -1 | -6 | 4 | -1
CCN(CC)CCOC(=O)C(O)(c1ccccc1)c1ccccc1 | 1 | -2 | 0 | 0 | 2 | 0 | 4 | -8 | 1 | -2
C1CCC(NC2CCCCC2)CC1 | -3 | 3 | -1 | 6 | 7 | 3 | 6 | -10 | -15 | -9
CCOP(=O)(C#Cc1ccccc1)C(O)c1ccc(Br)cc1 (stereo not drawn) | -11 | -15 | -5 | 3 | 0 | 2 | -3 | -8 | -1 | -1
CCN1CCN(CC(c2ccccc2)c2ccccc2)CC1 | -7 | -9 | -5 | 8 | 3 | 2 | 5 | 3 | -1 | 10
CC(C)(C)C(=O)N1Cc2cc(-c3cccc(F)c3)ccc2-n2nncc2C1 | 12 | 10 | -1 | -1 | -5 | -3 | . | 2 | -6 | -1
CCCCCCC(=O)c1c(O)n(-c2ccccc2OC)c(=O)[nH]c1=O (tested in a mixture with another compound) | -6 | 0 | 0 | 4 | 1 | 3 | . | 2 | -6 | -1
Cc1cccc(CN2CCN(c3ccc(Cl)cc3)CC2)c1 | -1 | -1 | -2 | 3 | 7 | 2 | 0 | -3 | 1 | 11
CN1CCN(c2c(F)cc([N+](=O)[O-])c(N)c2Br)CC1 | 0 | 1 | -3 | -3 | -16 | -13 | 5 | 0 | -1 | -2
Cc1cc(Br)ccc1N1C(=O)CC(=O)NC1=O | 1 | 2 | 40* | 6 | 1 | 3 | -10 | -9 | -3 | -5
CCOC(=O)CC1c2ccccc2-n2nncc2CN1CC1CCCCC1 (stereo not drawn) | -5 | -7 | 1 | -1 | 1 | -1 | -2 | -7 | -2 | -4
c1cnc(OCCN2CC2)cn1 | -8 | 0 | -2 | 3 | 0 | -1 | 2 | -3 | -9 | -2
Oc1c(Br)cc(-c2ccccc2)cc1Br | -2 | 3 | 4 | -3 | -6 | 0 | 2 | 4 | -2 | 17
CCCC(C)n1[nH]c(=O)c2c1NC(=O)CSC2c1ccccc1 (stereo not drawn) | 4 | -2 | -2 | 2 | 4 | 2 | 8 | 0 | -1 | 3
Cc1ccc2cc(CNCCc3ccccc3C)c(=O)[nH]c2c1 | 6 | -5 | 3 | 0 | -4 | 0 | -12 | -3 | 6 | 9
Cc1cc(Br)c(NC(=O)CN2CC=C(c3ccccc3)CC2)c(Br)c1 | 3 | 1 | 0 | 3 | 5 | 2 | -13 | -7 | -5 | 4
CNCC1(c2ccccc2)CCCC1 | 0 | -4 | 2 | 2 | 7 | 4 | 0 | 2 | -1 | -35
O=C1NC(=O)N(c2ccc(F)cc2)C(=O)/C1=C/c1ccsc1 | 4 | 5 | -3 | 6 | 0 | 2 | -3 | -3 | -3 | 0
O=S(=O)(c1cccc2ccccc12)N1Cc2ccccc2-n2nncc2C1 | -5 | -7 | 2 | -2 | -3 | -1 | -6 | -4 | 11 | -2
O=C(C1CC(c2ccc(Cl)c(Cl)c2)=NO1)N1CCC2(CC1)OCCO2 (stereo not drawn) | 0 | 7 | -7 | 0 | 5 | 0 | -7 | -2 | 1 | 7

(next part)
SMILES | GC-B act | NPR1 activator | rCAG binder | PRMT1 inh | MBD2 DNA inh | UHRF1 MBD2 ctr | HTRA1 inhibitor | SIAE inh | TCR CD3 inh | mABHD4 FP
CC1C(=O)OC2CCN3CC=C(COC(=O)C(C)(O)C1(C)O)C23 (stereo not drawn) | 0 | 4 | 1 | -1 | 2 | -1 | 5 | -6 | 0 | 1
O=C1C2CCN(CC2)C12CC2c1ccc(C(F)(F)F)cc1 (stereo not drawn) | -5 | 0 | -5 | 1 | -2 | -4 | 0 | 4 | -8 | -3
CC1C=CCCC12C(=O)NC(=O)NC2=O (stereo not drawn) | -1 | -1 | -2 | -2 | 7 | 20 | 1 | -6 | 3 | -3
COc1ccc2[nH]cc(CCN)c2c1 | -7 | -1 | 7 | -6 | -1 | -1 | 6 | 11 | 6 | 9
O=C1NC(=S)N(c2ccccc2)C(=O)C1C(c1ccncc1)C1C(=O)NC(=S)N(c2ccccc2)C1=O (stereo not drawn) | 1 | 2 | 7 | 28* | -1 | 5 | 1 | -6 | -1 | -2
CC12CN3CCN(CC(C3)C1O)C2 (stereo not drawn) | 1 | -1 | -2 | 0 | 3 | 0 | 4 | -4 | 2 | 5
CN1/C(=C\C=Nc2ccccc2)C(C)(C)c2ccccc21 | 3 | 1 | -1 | 4 | 1 | 0 | -28 | -28 | -6 | -87
C=CCOC(=O)c1ccccc1N | 3 | 1 | 3 | -1 | 3 | -3 | 5 | 3 | 3 | -4
O=C(/C=C/c1ccc(F)cc1)NC(=S)N1C[C@H]2C[C@H](C1)c1cccc(=O)n1C2 | -3 | 0 | -3 | 7 | -8 | 0 | 1 | 1 | -3 | -2
CCOc1ccccc1CN1CCCC(C(=O)c2cc(F)ccc2F)C1 (stereo not drawn) | -12 | -9 | -6 | 3 | -2 | 2 | 1 | -1 | 1 | 9
CC12CCC3C(CCC4CC(=O)C(C(O)C(F)(F)F)CC43C)C1CCC2O (stereo not drawn) | 0 | -5 | 0 | 0 | 6 | 0 | -15 | 2 | -1 | -1
CCC(=Nc1ccc2c(c1)CCC2)c1c(O)n(C)c(=O)n(C)c1=O | 0 | 0 | -1 | 1 | 0 | 2 | -1 | 1 | 0 | -1
C[N+]1(C)C2CCC1CC(OC(=O)C(CO)c1ccccc1)C2 (stereo not drawn) | -4 | 0 | 1 | -4 | -4 | 4 | -5 | 5 | -3 | -6
COC1CCCCC1NCCc1ccccc1 (stereo not drawn) | -3 | 0 | -1 | -1 | -1 | -1 | -4 | 0 | -1 | 14
Cc1cc(OCC(=O)NCC(O)c2ccccc2)c2c3c(c(=O)oc2c1)CCCC3 (stereo not drawn) | -14 | -12 | 2 | 3 | -5 | 0 | 1 | -3 | 0 | 3
Cc1c2cnn(CC(=O)N3CCC4(CC3)OCCO4)c(=O)c2c(C)n1Cc1ccc(F)cc1 | 2 | 6 | 1 | 0 | 1 | 0 | 2 | 1 | 5 | 2
O=C(c1cccn2c(=O)c3cc(Br)ccc3nc12)N1CCC2(CC1)OCCO2 | 1 | 7 | -1 | 1 | -4 | -4 | -4 | -1 | 5 | 1
CC(=NCc1cccnc1)c1c(O)n(-c2ccccc2C)c(=O)[nH]c1=O | 6 | -5 | -6 | 0 | 1 | 3 | -4 | -3 | -6 | 3
Cc1ccc(-n2c(O)c(C=Nc3ccc(S(=O)(=O)N(C)C)cc3)c(=O)[nH]c2=O)cc1 | -4 | 2 | 0 | 0 | 0 | -2 | 2 | 2 | 1 | -3
CCc1ccc2c(CN3CC=C(c4ccccc4)CC3)cc(=O)oc2c1 | -2 | -5 | 10 | 1 | 5 | 2 | -9 | 6 | -3 | 0
Cc1cccc(-n2c(O)c(/C=C/C=Nc3ccccc3)c(=O)[nH]c2=O)c1 | -2 | 1 | -86 | -54 | -6 | -14 | -5 | -14 | -12 | -14
Cc1ccccc1-n1c(O)c(/C=N/Nc2nc3c(c(=O)n(C)c(=O)n3C)n2C)c(=O)[nH]c1=S | 6 | -4 | 8 | 10 | 2 | 1 | 4 | -8 | -7 | -10
O=c1[nH]c(=O)n(CCC2=CCCCC2)c(O)c1C=NC1CCN(Cc2ccccc2)CC1 | -1 | -5 | 2 | 1 | -2 | 5 | 1 | -3 | -2 | 6
CCc1nn2c(=O)c(F)c(N3CCNCC3)nc2s1 | -1 | 2 | 2 | -4 | 2 | 2 | . | -2 | 0 | -8
CCCCn1c(=O)c(C(=O)NC(C)c2ccccc2)c(O)c2ccccc21 (stereo not drawn) | 0 | -1 | -2 | -4 | -1 | -1 | 10 | 7 | 0 | -6

Profiles, quoted from the list. Order of values: GC-B act	NPR1 activator	rCAG binder	PRMT1 inh	MBD2 DNA inh	UHRF1 MBD2 ctr	HTRA1 inhibitor	SIAE inh	TCR CD3 inh	mABHD4 FP
Record of CC12CN3CCN(CC(C3)C1O)C2 (stereo not drawn) = 1	-1	-2	0	3	0	4	-4	2	5
Record of c1cnc(OCCN2CC2)cn1 = -8	0	-2	3	0	-1	2	-3	-9	-2
Record of C[N+]1(C)C2CCC1CC(OC(=O)C(CO)c1ccccc1)C2 (stereo not drawn) = -4	0	1	-4	-4	4	-5	5	-3	-6
Record of CN1/C(=C\C=Nc2ccccc2)C(C)(C)c2ccccc21 = 3	1	-1	4	1	0	-28	-28	-6	-87

(next part)
SMILES | GC-B act | NPR1 activator | rCAG binder | PRMT1 inh | MBD2 DNA inh | UHRF1 MBD2 ctr | HTRA1 inhibitor | SIAE inh | TCR CD3 inh | mABHD4 FP
Cc1c(C=O)c2ccccc2n1Cc1ccc(F)cc1 | -5 | -4 | 0 | 2 | 4 | 3 | -2 | -2 | -1 | -4
CC(=O)c1cccc(OCC(O)CN2CC=C(c3ccccc3)CC2)c1 (stereo not drawn) | 3 | 4 | -6 | -1 | 2 | 2 | -1 | 9 | 0 | 15
Cc1ccc2c(c1)N(N=O)CCC2 | 6 | 1 | -4 | -2 | -4 | 0 | 5 | 1 | 6 | 8
Cc1nc2ccccc2c(=O)n1-c1cccnc1 | 8 | 6 | -3 | 3 | 4 | 2 | 8 | 1 | -1 | 1
COc1ccc(Cc2cn(C)c(N)n2)cc1 | 4 | 2 | 4 | 3 | 2 | -2 | . | 3 | . | 2
O=c1[nH]c(=S)n(-c2ccccc2Cl)c(O)c1C=NCCN1CCNCC1 | 3 | 1 | 2 | 5 | 8 | -1 | 4 | -3 | -7 | -6
CCCCN1CCN(C(=O)COc2cc(=O)n(C)c3ccccc23)CC1 | -4 | -1 | 1 | -1 | 4 | 0 | . | -1 | . | 3
CCCN1CCCC(C(=O)c2cc(C)c(OC)c(C)c2)C1 (stereo not drawn) | -1 | -1 | -4 | -3 | -6 | 0 | 3 | 6 | 0 | -1
CC1([N+](=O)[O-])COP(=O)(Nc2cccc(Cl)c2)OC1 (stereo not drawn) | 1 | 2 | 0 | 2 | 4 | 2 | 2 | 0 | -10 | 0
CN(C)c1ccc(/C=C2/C(=N\O)C3CCN2CC3)cc1 | 3 | 2 | -4 | 0 | -4 | -3 | 12 | 11 | -7 | 0
COCCN(C(=O)COC(=O)Cc1ccccc1)c1c(N)n(Cc2ccccc2)c(=O)[nH]c1=O | -2 | 2 | -3 | 7 | -1 | 0 | 1 | 5 | 2 | 1
Cc1nn(Cc2ccccc2)c(C)c1C(=O)OCC(=O)Nc1ccccc1SCC#N | 2 | 1 | -3 | -4 | -4 | 0 | -8 | -7 | 3 | -2
CCC(C)n1c(O)c(C=NCc2cccnc2)c(=O)[nH]c1=S (stereo not drawn) | 0 | 0 | -5 | 0 | -3 | 1 | 5 | -3 | 2 | 1

Assay outcomes from PubChem BioAssay.

The list is partial; count on the stated rates, not on these rows.
